APP 5'UTR act: APP 5'UTR luciferase reporter activation. SH-SY5Y APP 5'UTR luciferase reporter, luminescence; zero percent = DMSO vehicle wells. activation, % at 2 µM. 190,000 compounds, 1% hits. AID 1276;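 active = activation above a set limit, based on mean plus 3 SD of controls, cut at about 140% in these data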; also: values of inactives mirror those of a sister screen read the other way
Hsp70 activator: Hsp70 transcriptional activation, primary screen. HeLa Hsp70 promoter luciferase reporter, luminescence; scaled: vehicle 0, proteasome-inhibitor control 100%. activation, % at 10 µM. 200,000 compounds, 0.04% hits. AID 1203;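 active = activation above the mean across all tested compounds plus 3 SD, cutoff set per campaign, cut at about 5.5% in these data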;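 also: 100% = MG132 at 30 µM as the positive control and 0% = DMSO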
APP 5UTR inh: APP translation inhibition | 190,000 compounds, 0.82% hits | AID 1285 | inhibition, % at 2 µM | SH-SY5Y APP 5'UTR-luciferase reporter, luminescence;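 active = inhibition above a set limit, derived from the sample mean plus 3 SD, cut at about 45% in these data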; also: values of inactives mirror those of a sister screen read the other way
FLuc act counter: firefly luciferase counter-screen for stimulation assays | ATPlite luciferase biochemical, luminescence, 10 min; 0 = ATP-free wells, 1 = DMSO control | AID 1027 | activation factor at 10 µM | 200,000 tested, under 10 active | P08659;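 active = luciferase activation factor, scaled between plate controls, of at least 2 with compound at 10 µM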
Target sequence (P08659 whole entry, looked up): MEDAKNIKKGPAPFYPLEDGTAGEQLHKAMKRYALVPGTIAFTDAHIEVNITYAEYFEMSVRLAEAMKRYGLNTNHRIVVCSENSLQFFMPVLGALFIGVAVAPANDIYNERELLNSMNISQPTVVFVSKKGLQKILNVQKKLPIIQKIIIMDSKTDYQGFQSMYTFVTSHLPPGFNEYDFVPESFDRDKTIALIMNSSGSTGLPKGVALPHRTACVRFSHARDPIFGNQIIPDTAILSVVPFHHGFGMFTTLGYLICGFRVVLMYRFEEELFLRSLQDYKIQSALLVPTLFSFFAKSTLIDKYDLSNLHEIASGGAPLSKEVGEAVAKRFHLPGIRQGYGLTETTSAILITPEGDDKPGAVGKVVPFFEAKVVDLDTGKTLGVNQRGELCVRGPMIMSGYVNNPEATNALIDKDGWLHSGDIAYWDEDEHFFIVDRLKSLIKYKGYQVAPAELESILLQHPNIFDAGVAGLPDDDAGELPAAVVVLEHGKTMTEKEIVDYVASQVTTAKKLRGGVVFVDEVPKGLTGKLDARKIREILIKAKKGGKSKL
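Assay system: Luciferase/luciferin detection reagent, cell-free biochemical luciferase assay / Read-out: luciferase activation / Benchmarks: No-ATP low control, compound-free enzyme-plus-ATP high control / Medium: PBS buffer for ATP / Detection: luminescence measurement of luciferase light output / Schedule: 10 min at ambient temperature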
G6PDH counter: L. mesenteroides G6PDH inhibition counter-screen. Purified L. mesenteroides G6PDH, diaphorase/resazurin coupled fluorescence, 45 min. inhibition, % at 5 µM. 200,000 compounds, 0.12% hits; in the data active = inhibition above about 50%
FLuc inh counter: inhibits firefly luciferase, flagging false hits in luciferase inhibition screens | P08659 | ATPLite firefly luciferase biochemical luminescence, 10 min | inhibition, % at 10 µM | 200,000 compounds, 1.5% hits | AID 1006;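 active = inhibition above about 50% when tested at 10 µM, limit read from the data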
DTT redox prof: compounds producing H2O2 with reducing agent – biochemical, NIH compound library profiling, artefact control for MLSCN library redox annotation, primary screen; DTT-dependent redox cycling H2O2, phenol red/HRP absorbance; 100% = 100 µM peroxide control, 0% = buffer; activation, % at 10 µM; 200,000 compounds, 0.03% hits;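 active = activation of at least 50% relative to the plate's high and low controls in the primary single-dose screen; inactive = activation below 50%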;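 also: compound incubated with DTT at 0.8 mM final as the reducing agent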
HMGR II inh: inhibitors of class II HMG-CoA reductase from Enterococcus faecalis; purified E. faecalis HMGR, NADPH absorbance 340 nm kinetic; inhibition, % at 10 µM; 190,000 compounds, 0.41% hits;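 active = inhibition above a set limit, the median over all tested compounds plus 3 SD, cut at about 9.5% in these data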;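 also: enzyme runs in reverse so mevalonate oxidation gives rising NADPH absorbance; 0% = complete reaction with DMSO and 100% = background rate lacking mevalonate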
STAT1 activator: activators of IFN-gamma induced STAT1 signaling. NIH 3T3 STAT1-luciferase reporter, luminescence; 100% = IFN-gamma alone, no compound. activation (% of control), % at 5.5 µM. 200,000 compounds, 2.6% hits. AID 932;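 active = activation above the screen-wide mean activation plus 3 SD, cut at about 130% in these data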;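 also: raw ratio to IFN-gamma control signal so 100% means no change and 0% no light; values of inactives mirror those of a sister screen read the other way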
NF-kB neuron act: NF-kB expression increase, human neuronal cells; NF-kB reporter expression; stronger effect = higher value; fold change at 12.5 µM; 190,000 compounds, 1.6% hits; AID 1239; in the data active = fold change above about 3.3
Starred values were filed as active, the others as inactive.

cpd	structure	APP 5'UTR act	Hsp70 activator	APP 5UTR inh	FLuc act counter	G6PDH counter
1	O=C(NCC1CCCO1)/C(=C\c1ccco1)NC(=O)c1ccc(Cl)cc1 (configuration not stated)	14	-0.2	-14	1	17
2	COc1cc(/C=N/NC(=O)COc2c(C)cc([N+](=O)[O-])cc2C)ccc1OC(=O)c1ccccc1	16	-0.2	-16	1	-2
3	COc1ccc(-n2nnnc2SCC(=O)N2C(C)CCCC2C)c(OC)c1 (configuration not stated)	-1	-0.3	1	1	6
4	Cc1ccc(OCC(=O)NCc2ccco2)cc1C	-3	-0.2	3	1	8
5	CSc1ncccc1C(=O)NCCc1ccc(Cl)cc1	-12	-0.1	12	1.1	11
6	Cc1ccc(/C=C/C(=O)Nc2ncc(C)s2)o1	121	-0.2	-121	0.6	-12
7	CC(C)CCNC(=O)CN(CC1CCCO1)C(=O)CCC(=O)Nc1ccccn1 (configuration not stated)	14	0.0	-14	1.1	-3
8	CN(C)c1ccc(NC(=O)/C=C/c2c(Cl)cccc2Cl)cc1	53	-0.1	-53	0.8	-26
9	COc1ccc(NC(=O)N2CCC(NC(=O)c3ccco3)CC2)cc1	23	-0.3	-23	1.1	9
10	O=C(c1ccc(Br)cc1)N(C1=NCCCCS1)c1ccccc1	-3	0.1	3	1.1	0
11	O=C(COC(=O)c1ccccc1Br)NCCc1ccc(F)cc1	8	-0.1	-8	1.1	-3
12	N#C/C(=C\c1ccco1)C(=O)NCc1ccccc1	11	0.0	-11	1	3

cpd	FLuc inh counter	DTT redox prof	HMGR II inh	STAT1 activator	NF-kB neuron act
1	-1	-0.9	-4	102	0.91
2	-3	0.3	11*	103	0.78
3	-3	2.1	-2	97	0.81
4	0	0.8	2	90	1.3
5	-6	0.2	-1	98	1.1
6	39	-0.2	-4	147*	3.1
7	-9	1.5	2	100	0.98
8	18	1.1	-1	120	2
9	-7	1.3	0	102	1
10	-8	1.6	0	93	0.88
11	-9	-1.3	0	96	1.4
12	-2	-0.1	2	99	1.4

(next part)
cpd	structure	APP 5'UTR act	Hsp70 activator	APP 5UTR inh	FLuc act counter	G6PDH counter
13	Cc1ccc(S(=O)(=O)N(C)CCCC(=O)Nc2ccc(C)cc2C)cc1	3	-0.2	-3	1.1	-14
14	COCCNC(=O)C(OC(=O)c1ccco1)c1ccccc1OC (configuration not stated)	-2	-0.2	2	1	-1
15	CSc1ccc(/C=N/NC(=O)c2sccc2C)cc1	219*	-0.1	-219	0.7	9
16	CCCNC(=O)NC(=O)CSc1nc(C)cs1	10	0.2	-10	1	5
17	Nc1nc(C(F)(F)F)cc(=O)n1N	8	-0.2	-8	1.1	0
18	Cc1nn(-c2ccccc2)c(Cl)c1/C=N\NC(=O)c1cncc(Br)c1	15	-0.3	-15	0.9	-23
19	Cc1ccc(S(=O)(=O)N(C)C)cc1NC(=O)COC(=O)CCC(=O)c1ccc(F)cc1	4	-0.6	-4	1	17
20	COc1ccc(Nc2ccccc2N)cc1	2	-0.1	-2	1	2
21	CCOC(=O)N1CCN(C(=O)c2cn(CC)c3ccc(S(=O)(=O)N4CCCCC4)cc3c2=O)CC1	-12	0.1	12	1.1	7
22	COc1cccc(C(=O)Cn2c(Br)nc3c2c(=O)n(C)c(=O)n3C)c1	5	-0.1	-5	1	9
23	COC(=O)c1c(NC(=O)c2cccc([N+](=O)[O-])c2)sc(C(N)=O)c1C	0	0.0	0	1	5
24	COc1cc(/C=N/Nc2nc3ccccc3s2)ccc1OC(=O)c1ccccc1F	173*	-0.3	-173	1	-19

cpd	FLuc inh counter	DTT redox prof	HMGR II inh	STAT1 activator	NF-kB neuron act
13	-8	-0.1	-6	96	0.96
14	0	0.3	-2	101	1.1
15	29	-0.2	-2	192*	4.1*
16	-2	-0.1	-4	105	0.89
17	-7	-1.7	2	106	1.1
18	7	0.4	-5	107	1.4
19	1	0.3	-2	97	1.1
20	2	-2.4	-4	108	1.1
21	-8	0.5	-1	102	1.2
22	-2	-0.8	-1	107	0.66
23	0	-0.7	-7	97	1
24	0	-0.1	4	106	12*

Additional records follow.
cpd	structure	APP 5'UTR act	Hsp70 activator	APP 5UTR inh	FLuc act counter	G6PDH counter
25	Cc1ccc(C(=O)NNC2=NCCC2)cc1	-7	-0.4	7	1	6
26	O=C(Nc1ccn(Cc2ccccc2)n1)c1ccc2c(c1)OCO2	43	-0.2	-42	0.4	6
27	CN(c1ccc(C(=O)NCCC2=CCCCC2)cc1)S(C)(=O)=O	76	0.3	-76	0.9	14
28	CCS(=O)(=O)Nc1ccc(-c2nnc(SCC(=O)c3ccc(NC(C)=O)c(OC)c3)o2)cc1	-4	0.0	4	1	11
29	COc1ccc(NC(=O)CCc2nc3ccccc3[nH]2)cc1	13	-0.1	-13	1	-2
30	Cc1cc(C(=O)N2CCOCC2)ccc1[N+](=O)[O-]	5	0.0	-4	1.1	21
31	COc1ccccc1-c1ccc(/C=C2/C=C(CC(C)C)OC2=O)o1	-1	-0.5	1	1	0
32	CN1CCN(CCCNC(=S)Nc2ccc(F)c(Cl)c2)CC1	8	-0.3	-8	1.1	7
33	Cc1ccc(NC(=O)c2oc3ccccc3c2C)c([N+](=O)[O-])c1	59	-0.1	-59	0.9	5
34	Cc1ccc(NC(=O)CN(C)Cc2nc3c(Br)cc(Br)cc3c(=O)[nH]2)cc1	12	-0.1	-12	1	1
35	O=S(=O)(Nc1nc2ccccc2nc1NCc1ccco1)c1ccccc1	17	-0.2	-17	1.1	-3
36	O=C(NCC1OCCc2ccccc21)c1ccc(NC(=O)c2cccc(Br)c2)cc1 (configuration not stated)	1	0.0	-1	1.1	-12

cpd	FLuc inh counter	DTT redox prof	HMGR II inh	STAT1 activator	NF-kB neuron act
25	-2	0.2	-5	97	1.2
26	58*	-0.5	-2	123	1.8
27	5	2.2	4	158*	3.4*
28	-1	2.0	4	91	0.96
29	0	-0.9	-1	106	1.7
30	-8	-0.1	-4	105	1
31	-1	0.9	4	100	1.3
32	-7	-1.8	-3	96	1.1
33	10	0.3	3	100	1.5
34	-4	0.1	2	97	1.4
35	-6	-0.1	1	76	0.79
36	-8	0.6	3	105	0.97

4 of these compounds in another layout:
(9) COc1ccc(NC(=O)N2CCC(NC(=O)c3ccco3)CC2)cc1
(10) O=C(c1ccc(Br)cc1)N(C1=NCCCCS1)c1ccccc1
(11) O=C(COC(=O)c1ccccc1Br)NCCc1ccc(F)cc1
(12) N#C/C(=C\c1ccco1)C(=O)NCc1ccccc1
compound no.	9	10	11	12
APP 5'UTR act	23	-3	8	11
Hsp70 activator	-0.3	0.1	-0.1	0.0
APP 5UTR inh	-23	3	-8	-11
FLuc act counter	1.1	1.1	1.1	1
G6PDH counter	9	0	-3	3
FLuc inh counter	-7	-8	-9	-2
DTT redox prof	1.3	1.6	-1.3	-0.1
HMGR II inh	0	0	0	2
STAT1 activator	102	93	96	99
NF-kB neuron act	1	0.88	1.4	1.4

(listing goes on)
cpd	structure	APP 5'UTR act	Hsp70 activator	APP 5UTR inh	FLuc act counter	G6PDH counter
37	N#Cc1ccccc1NC(=O)COC(=O)COc1ccccc1[N+](=O)[O-]	4	-0.2	-4	0.9	1
38	COc1cc2nc(Cl)nc(N3CCCCC3)c2cc1OC	8	-0.2	-8	1	6
39	CC(C)Oc1ccc(/C(O)=C2/C(=O)C(=O)N(CCN(C)C)C2c2ccco2)cc1 (configuration not stated)	3	0.0	-3	1	4
40	CS(=O)(=O)N1CCN(c2c(Cl)cccc2[N+](=O)[O-])CC1	0	-0.2	0	1.1	4
41	CN(CCc1ccccn1)C(=O)CC1C(=O)NCCN1Cc1ccccc1C(F)(F)F (configuration not stated)	34	-0.1	-34	1	22
42	O=C(N1CCN(c2ccccc2F)CC1)C12CC3CC(CC(C3)C1)C2	-1	-0.2	1	1	34
43	COc1cc(C(=O)Nc2ccc3c(c2)OCO3)ccc1-n1cnnn1	-2	-0.1	2	1.1	4
44	CCSc1cc(C)nc2ncnn12	5	-0.2	-5	1	11
45	COc1ccc(-n2c(C)c([N+](=O)[O-])c3ccc(O)c(CN(C)C)c32)cc1	-2	-0.3	2	1	10
46	Cc1cc(Nc2ccccc2)nn1C(=O)c1ccc([N+](=O)[O-])cc1	15	0.1	-15	1.1	2
47	CN(C)S(=O)(=O)c1cc(NC(=O)CN2CCN(c3ccccc3)CC2)ccc1Cl	6	-0.3	-6	1.2	-13
48	CCOc1ccccc1NC(=S)N1CCC(NC(=O)c2ccco2)CC1	-4	-0.2	4	1	-1
49	C=CCN1C(=O)S/C(=C\c2ccc(N3CCOCC3)cc2C)C1=O	-1	-0.1	1	0.8	11
50	Cc1cc(Nc2ccc3c(c2)OCCO3)n2nc(C)nc2n1	9	-0.3	-9	1	-1
51	O=C(CSc1ccccc1)Nc1cccnc1	11	-0.1	-12	1.1	26

cpd	FLuc inh counter	DTT redox prof	HMGR II inh	STAT1 activator	NF-kB neuron act
37	5	-0.3	-2	101	1.1
38	-1	-0.2	-6	102	1.1
39	0	0.1	3	113	0.56
40	-7	0.4	-2	92	1.3
41	-3	1.3	2	102	1
42	4	3.2	-6	98	1.3
43	-6	1.1	-1	94	1.1
44	1	0.8	4	103	1.1
45	0	1.9	1	77	0.7
46	-7	0.9	5	96	1.3
47	-15	0.4	1	98	1.2
48	-4	-0.8	1	102	1
49	15	-1.0	-7	117	0.93
50	-3	-2.0	1	102	0.85
51	-8	0.7	-6	96	1.1

Assay outcomes from PubChem.
